# Compound activity deposited in PubChem BioAssay by National Center for Advancing Translational Sciences (NCATS).
# Sm TGR block = qHTS Assay for the Inhibitors of Schistosoma Mansoni Peroxiredoxins; AID 485364, 2010; Schistosoma mansoni thioredoxin glutathione reductase (TGR), Q962Y6; 360,000 tested, 3% active; Potency, µM (series often up to 114 µM), for the others: at the top dose activity change, negative = inhibition, actives largely listed as inhibitors; purified TGR, DTNB reduction, TNB absorbance 405 nm; note: potency is the fitted concentration of half-maximal effect; nearly all actives have a fitted effect of over 60% in size
#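 First, TGR (20 nM dispensed) and NADPH were mixed with compound. Second, a 15 min room-temperature incubation followed. Third, further NADPH and then DTNB were added to start the reaction. Finally, TNB absorbance was monitored kinetically.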
# HCMV inh = qHTS Assay for inhibitors of the human cytomegalovirus (HCMV) | HFF cells, HCMV-luciferase reporter, 72 h; active compounds read low | activity change, negative = inhibition, % at 57.5 µM | 410,000 tested, 4.5% active | AID 1259415, 2018; in the data active = activity change below about -60%; inconclusive = no clear call, values can overlap the other calls; inactive = above about -39%
#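 After 16 h attachment at 37C, HFF cells received test compound and HCMV-luciferase (1 PFU/cell); reporter luminescence read 72 h later, data normalized against buffer-only and known inhibitor Salinomycin.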
# AmpC no deterg = qHTS Inhibitors of AmpC Beta-Lactamase (assay without detergent); 330,000 tested, 0.52% active; P00811; Potency, µM (series often up to 57.1 µM), inactives show at the top dose activity change, negative = inhibition, most hits filed as inhibitors; AID 485341, 2010; AmpC nitrocefin hydrolysis, absorbance 480 nm, 0.0001% Triton;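 note: potency is the fitted concentration of half-maximal effect; plate controls were no compound for no effect and no enzyme for full effect; nearly all actives have a fitted effect of over 20% in size; some results filed as inactive show a strong effect at the top dose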
# Target sequence (P00811 whole entry, looked up): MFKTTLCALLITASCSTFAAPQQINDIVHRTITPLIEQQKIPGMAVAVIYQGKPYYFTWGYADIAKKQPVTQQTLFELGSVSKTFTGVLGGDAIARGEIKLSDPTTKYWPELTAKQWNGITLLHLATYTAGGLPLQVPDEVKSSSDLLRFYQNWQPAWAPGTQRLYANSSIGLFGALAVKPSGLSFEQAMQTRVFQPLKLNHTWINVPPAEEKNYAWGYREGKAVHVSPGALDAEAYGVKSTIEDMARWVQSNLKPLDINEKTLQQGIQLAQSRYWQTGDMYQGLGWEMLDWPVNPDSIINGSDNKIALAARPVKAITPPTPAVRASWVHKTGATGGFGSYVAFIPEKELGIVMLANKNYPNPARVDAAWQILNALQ
#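 20 mM phosphate pH 7.0 + 0.01% (detergent screen) or 0.0001% Triton X-100; 5.3 nM AmpC reagent; cpd preinc 15 min RT; nitrocefin (800 uM stock) to start; A480 q20 s × 4 min; Activity was normalised to no-enzyme and no-compound control wells.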
# HCV inh = qHTS Assay for Inhibitors of Hepatitis C Virus (HCV); Huh7.5.1 HCVcc-Cre infection, luciferase reporter, 44 h; Potency, µM (doses to about 41.8 µM), for the others: top-dose activity change, negative = inhibition, most hits filed as inhibitors; 340,000 tested, 3.4% active; AID 651820, 2012; note: potency is the fitted concentration of half-maximal effect
#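 After 44 h co-culture of compound, cells and HCVcc-Cre (~0.5 moi), substrate is added for 15 min at room temperature and luciferase measured over 15 sec. Cells were seeded at 1,000/well and pre-cultured 4 h.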
# AmpC inh detg = qHTS Inhibitors of AmpC Beta-Lactamase (assay with detergent); P00811; AmpC hydrolysis of nitrocefin, absorbance 480 nm, 0.01% Triton; Potency, µM (highest dose often 114 µM), without a hit: at the top dose activity change, negative = inhibition, actives largely listed as inhibitors; 370,000 tested, 0.041% active;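 note: potency is the fitted concentration of half-maximal effect; 0% = no-compound wells and -100% = no-enzyme wells; nearly all actives have a fitted effect of over 25% in size; some results filed as inactive show a strong effect at the top dose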
#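 AmpC (5.3 nM in the dispensed reagent) in 20 mM phosphate pH 7.0 with 0.01% (detergent screen) or 0.0001% Triton X-100 was preincubated with compounds for 15 min at room temperature. Nitrocefin was then added from an 800 uM solution, and hydrolysis was followed at 480 nm.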
# FBPA Giardia inh = qHTS Assay for Inhibitors of Fructose-1,6-bisphosphate Aldolase from Giardia Lamblia; A8B2U2; purified Giardia FBPA; Potency, µM (titrated, usually from 59.6 µM), inactives show at the top dose activity, negative = inhibition, usual class: inhibitors; 290,000 tested, 0.71% active; note: potency is the fitted concentration of half-maximal effect; nearly all actives have a fitted effect of over 55% in size
# Target sequence (A8B2U2 whole entry, looked up): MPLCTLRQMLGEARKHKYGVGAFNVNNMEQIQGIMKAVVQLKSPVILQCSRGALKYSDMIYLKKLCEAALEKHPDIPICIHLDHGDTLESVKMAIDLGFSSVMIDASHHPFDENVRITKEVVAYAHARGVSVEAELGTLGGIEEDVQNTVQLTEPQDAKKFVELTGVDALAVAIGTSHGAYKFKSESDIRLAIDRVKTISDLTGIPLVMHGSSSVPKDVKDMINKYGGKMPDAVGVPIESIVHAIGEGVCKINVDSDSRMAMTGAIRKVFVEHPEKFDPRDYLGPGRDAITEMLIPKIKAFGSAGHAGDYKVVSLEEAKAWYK
#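 Giardia FBPA (40 nM reagent) was preincubated 10 min at RT with compound (up to 57.5 uM final), then substrate plus GAPDH/TPI/NAD/arsenate coupling system with diaphorase/resazurin was added; resorufin fluorescence (525/598 nm) was read after 20 min.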
# The depositor's hits bear a star; ? = inconclusive; . = not tested or not shown; [ ] = remark or other dose. Unless noted, calls come from the whole dose curve; as a rule, active = well fitted curve in the direction sought with a large enough effect; inconclusive = small, poorly fitted or top-dose-only effect, or another doubt; inactive = no such curve, though single readings can be large; an effect the other way counts as inactive or inconclusive. Unless noted, % is set by controls: 0 for no effect and ±100 for the full control effect.
SMILES,Sm TGR block,HCMV inh,AmpC no deterg,HCV inh,AmpC inh detg,FBPA Giardia inh
COc1ccc(-c2oc3ncnc(NCCCO)c3c2-c2ccc(OC)cc2)cc1,-14%,15,162%[activator],13µM*,1%,-2%
CCNC(=O)COC(=O)COc1ccc(Cl)cc1C,-6%,1,-3%,4%,-9%,3%
Cc1cccc2c(C(=O)Nn3cnnc3)cc(-c3ccccc3Cl)nc12,-3%,36,-11%,11%,-5%,4%
Cc1noc(/C=C/c2ccco2)c1S(=O)(=O)N1CCC(C(=O)NCc2ccco2)CC1,?,-73*,24%,?,-7%,0%
O=S(=O)(Cc1ccc(Cl)cc1)N1CCN(c2ncccn2)CC1,-17%,-18,-5%,.,-12%,.
CC1(C)NC(=O)N(CC(O)COc2ccc(-c3ccc(C#N)cc3)cc2)C1=O (centres undefined),5%,-23,1%,?,3%,1%
C#CCOCCOCCOCCNc1nc(N2CCN(C(=O)CCCCCCCCCCNC(=O)Cn3cc(CCCCCN)nn3)CC2)nc(N2CCN(C(=O)CCCCCCCCCCNC(=O)[C@@H](CCSC)n3cc(CCO)nn3)CC2)n1,?,.,330%[activator],-14%,-1%,.
CC(=O)C1C(c2ccc([N+](=O)[O-])cc2)C2C(C)=NN=C2CC1(C)O (centres undefined),29%,-12,-8%,4%,6%,4%
COc1ccc(CNC(=O)CN2C(=O)C3C4C=CC(C4)C3C2=O)cc1 (centres undefined),-4%,-2,-13%,2%,4%,-1%
CCOC(=O)c1sc2nc(C)nc(SCC(=O)N(CC)C3CCS(=O)(=O)C3)c2c1C (centres undefined),-9%,-73*,1%,-9%,1%,-1%
COc1ccc(C(=O)NCC2OCCc3ccccc32)cc1OC (centres undefined),-6%,?,-9%,-10%,-8%,5%
O=C(CN1C(=O)c2ccccc2S1(=O)=O)Nc1ccc(S(=O)(=O)N2CCCC2)cc1,16%,7,-51%,15%,-9%,0%
COc1cccc(-n2c(SC3CCOC3=O)nc3ccccc3c2=O)c1 (centres undefined),-22%,51,-27%,?,-5%,-6%
CCN(c1cccc(C)c1)S(=O)(=O)c1cc(CN2C(=O)c3cccnc3C2=O)ccc1OC,-11%,11,59%,17%,3%,0%
O=C(NCc1ccccn1)C(=O)Nc1nc(C23CC4CC(CC(C4)C2)C3)cs1,21%,11,-11%,?,7%,3%
O=C(Nc1nc(=S)ss1)c1c(F)cccc1F,6%,30,-11%,10%,-13%,-1%
C=CCNC(=O)c1c(N)n(CCN2CCOCC2)c2nc3ccccc3nc12,4%,20,176%[activator],6%,2%,-23%
COC(=O)[C@]1(Cc2ccccc2)N[C@H](CN(C)C(=O)Nc2ccc(OC)cc2)[C@@H]2C(=O)N(C)C(=O)[C@@H]21,.,5,-4%,8%,.,.
CCN1/C(=C\C(C)=O)Sc2ccc(OC)cc21,2%,.,-10%,-5%,?,-2%
CS(=O)(=O)Nc1ccccc1C(=O)NCCSc1ccc(Cl)cc1,3%,-32,-29%,-12%,-11%,11%
COC(=O)[C@H](Cc1ccccc1)NC(=O)C1CCN(C(=O)[C@H](C)NS(=O)(=O)c2ccc(C)cc2)CC1,-1%,-26,113%[activator],20%,4%,.
Cc1cc(C)n(-c2nc3ccccc3nc2Nc2cccc(C(F)(F)F)c2)n1,2%,7,.,.,5%,.
Cc1ccc(C)c(NC(=O)c2cnc(N3CCCC3)nc2C)c1,1%,-14,.,.,8%,.
O=C1CC(NCCC2=CCCCC2)C(=O)N1c1cccc(Cl)c1Cl (centres undefined),?,.,-14%,.,-1%,-10%
COc1ccc(NC(=O)C(=O)NCCN2CCN(C(=O)c3cccs3)CC2)cc1,-28%,11,-15%,-9%,?,1%

# Reprinted from the part before: four entries, then new ones.
SMILES,Sm TGR block,HCMV inh,AmpC no deterg,HCV inh,AmpC inh detg,FBPA Giardia inh
Cc1cc(C)n(-c2nc3ccccc3nc2Nc2cccc(C(F)(F)F)c2)n1,2%,7,.,.,5%,.
Cc1ccc(C)c(NC(=O)c2cnc(N3CCCC3)nc2C)c1,1%,-14,.,.,8%,.
O=C1CC(NCCC2=CCCCC2)C(=O)N1c1cccc(Cl)c1Cl (centres undefined),?,.,-14%,.,-1%,-10%
COc1ccc(NC(=O)C(=O)NCCN2CCN(C(=O)c3cccs3)CC2)cc1,-28%,11,-15%,-9%,?,1%
Cc1ccc(OCC(=O)Nc2ccc(C(=O)OCc3cc(=O)n4c(C)csc4n3)cc2)cc1,-8%,-22,.,.,6%,.
Cc1cc(OCc2cc(C(=O)NC3CCC3)no2)cc(C)c1Cl,-12%,.,-17%,?,-9%,11%
COCCNC(=O)/C(C#N)=C/c1cn(CC(=O)NCc2ccco2)c2ccccc12,-20%,-39,9%,-15%,-5%,-5%
O=C(NCc1ccccn1)c1ccc(COc2ccc(Cl)cc2)o1,?,-3,17%,-35%,?,-7%
Cc1cccc(NS(=O)(=O)c2cccc3nonc23)c1,-3%,.,-25%,14%,6%,-4%
COCCNC(=O)[C@H](CSCc1ccccc1)N1Cc2ccccc2C1=O,13%,-5,45%,-4%,0%,4%
COc1ccc(CCNC(=O)CCNC(=O)c2ccccc2Cl)cc1,-5%,?,0%,5%,-6%,0%
CC(OC(=O)/C=C/c1cccc(F)c1)C(=O)NC1CCCCC1C (centres undefined),-48%,12,-11%,3%,5%,.
S=C(N=Nc1ccccc1)NNc1ccccc1,-27%,253,-24%,?,-9%,-1%
CCOC(=O)C1(CCc2ccccc2)CCN(Cc2cnc(N(C)C)s2)CC1,0%,-29,162%[activator],?,2%,-3%
O=C(OCCCC(=O)N1CCOCC1)c1ccccc1,-5%,69,5%,15%,?,4%
Cn1cnnc1Sc1ccc(C(=O)NCCC(c2ccccc2)c2ccccc2)cc1[N+](=O)[O-],0%,?,156%[activator],?,-7%,-2%
CCN(CC)P(=O)(Nc1ccccc1Br)c1ccc(N(C)C)cc1NC(=O)c1ccco1 (centres undefined),-3%,-61*,-7%,?,9%,-1%
CCS(=O)(=O)c1ccc(O)c(NC(=O)NC2CCCCC2)c1,-9%,-32,-22%,?,-7%,5%
Brc1ccccc1C1Nc2cccc3cccc(c23)N1,-15%,2,-35%,-20%,?,-1%
O=C(NC(=S)N1CCN(c2ccc(C(F)(F)F)cc2[N+](=O)[O-])CC1)c1cccs1,1%,-23,14µM*,7%,-1%,23%
CCC(=O)N1CCc2cc(S(=O)(=O)N3CCN(c4ccccc4)CC3)ccc21,4%,17,-10%,-12%,?,.
CCOc1ccc2c(c1)nc(SCC(=O)c1ccc(Br)s1)n2C,35µM*,-25,-29%,?,-7%,-14%
Cc1c(C(=O)Nc2cccc(C(F)(F)F)c2)oc2ccc(S(=O)(=O)N3CCC4(CC3)OCCO4)cc12,0%,-11,.,.,-1%,.
COc1ccc(CNC(=O)CSc2ncnc3nc[nH]c23)cc1,-4%,-15,-12%,5%,-16%,-10%
O=C(CSc1n[nH]c(-c2ccc(S(=O)(=O)NC3CCCCC3)cc2)n1)N1CCCC1,8%,-61*,-27%,-22%,?,-6%
O=C(NCc1ccc2c(c1)OCO2)C1CC(c2ccc(Cl)cc2)=NO1 (centres undefined),10%,1,-23%,-8%,?,0%
CC[C@]12c3[nH]c4cc(-c5ccco5)ccc4c3CCN1C(=O)[C@@H](CC(=O)NCCCOC)C[C@@H]2C(=O)N1CCN(C(=O)c2ccco2)CC1,.,-16,242%[activator],-6%,.,.
Cc1ccc(-c2nn(CC(=O)Nc3ccc4c(c3)nc3n4CCOC3)c(=O)c3ccccc23)cc1,4%,21,0%,-12%,9%,20%
CCn1c(=O)n(CCOC)c(=O)c2c3c(sc21)CCCC3,3%,15,-3%,-20%,-6%,2%

# Fetched one by one from the entries so far:
SMILES,Sm TGR block,HCMV inh,AmpC no deterg,HCV inh,AmpC inh detg,FBPA Giardia inh
O=C(OCCCC(=O)N1CCOCC1)c1ccccc1,-5%,69,5%,15%,?,4%
CC(OC(=O)/C=C/c1cccc(F)c1)C(=O)NC1CCCCC1C (centres undefined),-48%,12,-11%,3%,5%,.
CCOc1ccc2c(c1)nc(SCC(=O)c1ccc(Br)s1)n2C,35µM*,-25,-29%,?,-7%,-14%

# (more compounds)
SMILES,Sm TGR block,HCMV inh,AmpC no deterg,HCV inh,AmpC inh detg,FBPA Giardia inh
Cc1cc(C(=O)N2CCN(c3ncccc3C#N)CC2)no1,1%,-5,-9%,-22%,7%,0%
CCCCc1ccc(NC(=O)C(=O)NCCN2CCN(Cc3ccc([N+](=O)[O-])cc3)CC2)cc1,1%,-60*,-15%,?,2%,0%
Cc1ccc(NC(=S)N(CCN(C)C)C(C)c2ccco2)cc1Cl (centres undefined),14%,?,2%,?,6%,-7%
Cc1nn(CC(=O)NCCCN2C(C)CCCC2C)c(=O)c2cc3occc3n12 (centres undefined),?,7,-27%,24%,1%,.
O=C(O)c1cc(-c2ccccc2)c(N2CCOCC2)s1,4%,5,-16%,-3%,?,16%
CN(C)c1ccc(N2CC(C)(C)C2=O)cc1,-4%,-3,-13%,-20%,10%,0%
Cc1nn(-c2ccccc2)nc1CNS(C)(=O)=O,6%,14,-4%,14%,6%,1%
O=C(NCC(O)c1ccc([N+](=O)[O-])cc1)C1=COCCO1 (centres undefined),.,2,-40%,-4%,.,.
O=C(NCC(=O)N(c1cccc(F)c1)C(C(=O)NCC1CCCO1)c1ccccc1)c1ccco1 (centres undefined),0%,51,40%,16%,-15%,3%
O=C(O)CSc1nc2ccc(Cl)cc2[nH]1,-9%,-1,-6%,?,-15%,11%
N#CCCN(C(=O)COC(=O)CCNS(=O)(=O)c1ccccc1)c1ccccc1,2%,-15,-12%,-9%,-1%,.
Cc1ccc(SCCOCCN2CCOCC2)cc1,0%,14,15%,16%,-9%,?
Cc1ccc(-n2nc3ccc(NC(=O)c4ccco4)cc3n2)cc1,-5%,13,-5%,?,?,-6%
O=C(CSc1ccc2nnc(-c3ccccn3)n2n1)Nc1ccc2c(c1)OCO2,1%,6,30%,-3%,?,15%
CCC(C)NS(=O)(=O)c1ccc(NC(=O)C(Sc2ccccc2)c2ccccc2)cc1 (centres undefined),-2%,-27,-24%,?,-10%,-5%
O=C(c1ccccc1)N1CCN(c2ncccn2)CC1,2%,-3,-14%,13%,-2%,5%
CCS(=O)(=O)N1Cc2ccccc2CC1C(=O)Nc1ccc(F)c(F)c1 (centres undefined),15%,24,-16%,13%,4%,11%
OC(COc1ccccc1)CN1CCN(Cc2ccc3c(c2)OCO3)CC1 (centres undefined),.,-36,-3%,9%,-10%,-12%
C#C[C@]1(O)CCC2C3C(CC[C@@]21C)[C@@]1(C)CC[C@@H](O)CC1=C[C@H]3O (some centres undefined),.,-38,7%,-15%,.,.
c1ccc(Cn2nnnc2C(c2cccs2)N2CCc3ccccc3C2)cc1 (centres undefined),0%,.,-27%,?,-12%,-1%
